GASC1 inh = inhibitors of human demethylase GASC-1 KDM4C. Q9H3R0. GST-KDM4C 2-372, H3K9me3 peptide, LANCE TR-FRET. inhibition, % at 12.5 µM. 0.15% of 96,000 active. AID 720574;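 active = mean replicate inhibition above about 25%, with at least 55% of replicates also reaching it, limit read from the data, passing the limit was not always enough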
Target sequence (Q9H3R0 2-372 limits assumed): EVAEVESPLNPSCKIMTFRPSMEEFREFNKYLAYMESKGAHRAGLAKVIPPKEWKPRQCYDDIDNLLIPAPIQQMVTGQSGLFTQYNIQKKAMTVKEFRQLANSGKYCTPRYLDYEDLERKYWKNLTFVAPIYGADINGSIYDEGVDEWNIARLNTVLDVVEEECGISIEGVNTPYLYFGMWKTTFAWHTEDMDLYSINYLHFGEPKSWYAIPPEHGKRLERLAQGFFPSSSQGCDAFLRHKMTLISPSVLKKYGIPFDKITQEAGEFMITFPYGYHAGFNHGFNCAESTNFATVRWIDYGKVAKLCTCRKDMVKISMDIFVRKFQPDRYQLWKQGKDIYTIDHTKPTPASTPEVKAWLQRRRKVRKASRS
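Material: GST-tagged GASC-1 (JMJD2C) catalytic fragment, aa 2-372. Input: enzyme final amount 10 nM. Medium: HEPES buffer, pH 7.5, plus ascorbate. Reagent: H3K9me3 peptide substrate, Fe(II), 2-oxoglutarate. Doses: single dose. Times: reaction 30 min RT, detection step 1 h RT. Measured by: LANCE TR-FRET. Evaluation: Fall in 671/618 emission ratio as inhibition.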
Tcruzi prolif = blocks T. cruzi growth in NIH3T3 culture. T. cruzi beta-gal in NIH3T3, GalScreen luminescence, 90 h. inhibition, % at 8.34 µM. 5.9% of 77,000 active. AID 624255;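 active = mean inhibition above about 93%, with at least 55% of replicates each passing it, limit read from the data, passing the limit was not always enough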
Pf Dd2 growth = P. falciparum Dd2 growth inhibition | SYBR Green, 72 h; active compounds read low | 2.3% of 94,000 active | activity change, % at 10 µM; in the data active = activity change below about -80%
C diff HTS = blocks growth of Clostridium difficile; Clostridium difficile clinical isolate growth, OD600, 24 h; active compounds read low; growth activity, negative = inhibition, % at 16 µg/mL (by protocol); 0.25% of 86,000 active;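 active = mean growth activity at or below -80% and every replicate also at or below -80%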;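 note: 0% = DMSO wells and -100% = levofloxacin 16 µg/mL wells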
Active calls of the source: *; . = no result given; & = joins results of further samples.

Order of results – GASC1 inh	Tcruzi prolif	Pf Dd2 growth	C diff HTS
Cc1cccc(-c2ccc([C@@H]3[C@@H](CO)N4CCCCN(S(=O)(=O)c5ccccc5F)C[C@@H]34)cc2)c1
→ -0.5	31.8	37.0	1.0
C[C@H](CO)N1C[C@H](C)[C@H](CN(C)C(=O)C2CCCCC2)Oc2ncc(C#Cc3ccccc3F)cc2C1=O
→ -0.8	.	-38.4	2.8
C[C@H]1CN([C@@H](C)CO)C(=O)Cc2cc(NS(C)(=O)=O)ccc2O[C@H]1CN(C)S(=O)(=O)c1cn(C)cn1
→ -1.1	-2.2	31.3	-12.1
C/C=C/c1ccc([C@@H]2[C@H](CO)N(CCC(F)(F)F)C23CN(C(=O)CC)C3)cc1
→ -0.8	.	-45.2	8.7
CCCNC(=O)N(C)C[C@@H]1Oc2ncc(-c3ccc(C(=O)N(C)C)cc3)cc2C(=O)N([C@H](C)CO)C[C@H]1C
→ -0.3	6.5	27.5	4.5
O=C(C[C@H]1C[C@H]2c3cc(NC(=O)Nc4ccc(F)cc4)ccc3O[C@H]2[C@@H](CO)O1)NC1CCCCC1
→ -5.2	1.4	-28.7	-3.2
COc1ccc(S(=O)(=O)Nc2ccc3c(c2)C(=O)N([C@@H](C)CO)C[C@H](C)[C@@H](CN(C)C(=O)Nc2ccc(C(F)(F)F)cc2)OCCCC[C@@H](C)O3)cc1
→ -0.9	87.8	-83.7*	-6.1
C[C@@H]1CN([C@H](C)CO)C(=O)c2cccc(NC(=O)c3cnccn3)c2O[C@@H]1CN(C)C(=O)Nc1ccc2c(c1)OCO2
→ -0.5	11.9	-13.1	.
CN(C)CC(=O)Nc1ccc2c(c1)[C@H]1C[C@H](CC(=O)NCc3ccc(Cl)cc3)O[C@H](CO)[C@H]1O2
→ -0.6	-56.9	-12.2	-0.5
Cc1noc(C)c1NC(=O)N(C)C[C@H]1OCCCC[C@@H](C)Oc2ccc(NS(=O)(=O)c3cn(C)cn3)cc2C(=O)N([C@@H](C)CO)C[C@H]1C
→ -8.1	-20.6	-12.7	0.0
C[C@@H]1CN([C@@H](C)CO)C(=O)c2cc(NC(=O)Nc3ccc(C(F)(F)F)cc3)ccc2O[C@@H](C)CCCCO[C@@H]1CN(C)Cc1ccccc1
→ -0.1	83.4	-73.2	12.7
CCS(=O)(=O)N[C@@H]1CC[C@H](CC(=O)NC2Cc3ccccc3C2)O[C@H]1CO
→ 0.5	25.7	12.9	.
CCCNC(=O)N1CC(=O)N2[C@H](CO)[C@H](c3ccc(-c4cccc(C)c4)cc3)[C@@H]2C1
→ -0.5	.	-25.9	38.3
CNC[C@@H]1Oc2c(NC(=O)C3CCOCC3)cccc2C(=O)N([C@@H](C)CO)C[C@H]1C
→ -0.3	34.9	-1.8	-1.1
O=C(Nc1ccccc1F)N1CCCCN2[C@H](CO)[C@@H](c3ccc(-c4cccnc4)cc3)[C@H]2C1
→ 0.5	103.8*	-14.0	-7.9
CC(C)C#Cc1ccc([C@@H]2[C@@H](C#N)N(C(=O)c3cccc(F)c3)[C@@H]2CO)cc1
→ 3.3	16.5	-19.2	10.2
C[C@@H]1CN([C@H](C)CO)S(=O)(=O)c2ccc(-c3cccnc3)cc2O[C@H]1CN(C)C(=O)CN(C)C
→ -0.1	91.7	17.5	2.1
COc1cccc(S(=O)(=O)N(C)C[C@@H]2Oc3ncc(C#CC(C)C)cc3C(=O)N([C@H](C)CO)C[C@@H]2C)c1
→ -1.2	96.3*	-18.9	-3.5
c1ccc(-c2ccc(C3[C@H]4CNC[C@@H]3N4Cc3nccs3)cc2)cc1 (some centres not stated)
→ 0.8&0.1	.	8.0&-0.2	4.5&23.2
COc1ccc(CNC(=O)C[C@@H]2CC[C@@H](NC(=O)Nc3ccc4c(c3)OCO4)[C@@H](CO)O2)cc1
→ .	-7.5	-12.2	.

Further entries.
Order of results – GASC1 inh	Tcruzi prolif	Pf Dd2 growth	C diff HTS
COc1ccc(CN(C)C[C@H]2OCCCC[C@H](C)Oc3ccc(NS(=O)(=O)c4ccc(C)cc4)cc3C(=O)N([C@@H](C)CO)C[C@@H]2C)cc1
→ -0.9	.	-4.0	.
COc1ccc2c3c(n(C)c2c1)[C@H](CO)N(C(C)=O)CC31CN(S(=O)(=O)c2ccccc2)C1
→ 1.8	.	-39.7	-5.2
CNC[C@H]1Oc2ccc(NC(=O)Nc3ccc(C(F)(F)F)cc3)cc2C(=O)N([C@H](C)CO)C[C@@H]1C
→ -0.7	84.0	-31.6	9.5
CN1CCN(C(=O)C[C@H]2C[C@@H]3c4cc(NC(=O)c5ccc6c(c5)OCO6)ccc4O[C@@H]3[C@H](CO)O2)CC1
→ 3.7	-24.8	28.8	.
Cc1ccc(S(=O)(=O)N[C@H]2CC[C@H](CCNC(=O)C3CC3)O[C@@H]2CO)cc1
→ 2.0	.	.	-0.8
COc1ccc(S(=O)(=O)Nc2ccc3c(c2)C(=O)N([C@H](C)CO)C[C@@H](C)[C@@H](CN(C)C(=O)Nc2cccc4ccccc24)OCCCC[C@@H](C)O3)cc1
→ -1.5	71.5	-85.7*	.
COc1ccc(-c2ccc3c(c2)O[C@H](CN(C)C(=O)Nc2ccccc2F)[C@H](C)CN([C@@H](C)CO)S3(=O)=O)cc1
→ -1.6	95.9*	-22.1	-8.1
O=C(NCC[C@H]1CC[C@H](NC(=O)C2CCC2)[C@H](CO)O1)c1cnccn1
→ -3.1	-37.3	0.5	-5.1
C[C@@H]1CN([C@H](C)CO)C(=O)c2cccc(NC(=O)Nc3ccccc3)c2O[C@H]1CN(C)C(=O)Nc1cccc2ccccc12
→ 0.5	97.9	-2.9	4.0
C/C=C/c1ccc([C@@H]2[C@H](CO)N(Cc3cccc(F)c3)C23CN(C(=O)CC)C3)cc1
→ -1.4	.	-62.6	3.0
C[C@@H]1CN([C@@H](C)CO)C(=O)c2cccc(NS(=O)(=O)c3ccc(F)cc3)c2O[C@H]1CN(C)C(=O)Nc1ccccc1
→ .	-1.6	-13.7	-2.3
COc1cccc(S(=O)(=O)N[C@@H]2C=C[C@H](CC(=O)NC3Cc4ccccc4C3)O[C@@H]2CO)c1
→ -1.2	.	16.0	-1.0
CC(C)c1cn(CC[C@H]2CC[C@@H](NS(=O)(=O)Cc3ccccc3)[C@H](CO)O2)nn1
→ -0.5	-31.0	8.7	.
COc1ccc(CNC(=O)C[C@H]2C[C@@H]3c4cc(NC(=O)NC5CCCC5)ccc4O[C@@H]3[C@@H](CO)O2)cc1
→ 1.3	-20.3	-1.5	-11.3
CCCC#Cc1ccc([C@H]2[C@H](CO)N3CCCCN(Cc4cccnc4)C[C@@H]23)cc1
→ 0.5	115.1*	-59.2	-0.1
C[C@@H]1CN([C@@H](C)CO)C(=O)c2cc(NC(=O)CCCCCC(=O)Nc3ccccc3N)ccc2O[C@@H]1CN(C)Cc1ccncc1
→ -2.5	.	-17.8	-4.3
COc1ccc(S(=O)(=O)Nc2ccc3c(c2)C(=O)N([C@@H](C)CO)C[C@H](C)[C@@H](CN(C)C(=O)CCC(F)(F)F)OCCCC[C@H](C)O3)cc1
→ 3.1	46.2	-37.7	-8.9
C[C@@H]1CN([C@@H](C)CO)C(=O)Cc2cc(NC(=O)Nc3ccccc3)ccc2O[C@@H]1CN(C)C(=O)Nc1cccc2ccccc12
→ -3.4	22.9	-22.1	-8.8
COc1ccccc1-c1ccc2c(c1)[C@H]1[C@H](CCN1C(=O)C1CCCCC1)[C@@H](CO)N2
→ -1.3	-3.2	-38.8	5.3
Cc1cc(C(=O)Nc2ccc3c(c2)C(=O)N(C)[C@@H]2CC[C@H](CC(=O)NC4CCCC4)O[C@@H]2CO3)no1
→ -2.9	-62.2	-3.4	-4.3

Part of the list above in another layout.
smiles	GASC1 inh	Tcruzi prolif	Pf Dd2 growth	C diff HTS
C[C@@H]1CN([C@@H](C)CO)C(=O)c2cccc(NS(=O)(=O)c3ccc(F)cc3)c2O[C@H]1CN(C)C(=O)Nc1ccccc1	.	-1.6	-13.7	-2.3
COc1ccccc1-c1ccc2c(c1)[C@H]1[C@H](CCN1C(=O)C1CCCCC1)[C@@H](CO)N2	-1.3	-3.2	-38.8	5.3

Retrieved by compound from the list above, 4 records:
Order of results – GASC1 inh	Tcruzi prolif	Pf Dd2 growth	C diff HTS
C[C@@H]1CN([C@H](C)CO)C(=O)c2cccc(NC(=O)c3cnccn3)c2O[C@@H]1CN(C)C(=O)Nc1ccc2c(c1)OCO2
→ -0.5	11.9	-13.1	.
COc1ccccc1-c1ccc2c(c1)[C@H]1[C@H](CCN1C(=O)C1CCCCC1)[C@@H](CO)N2
→ -1.3	-3.2	-38.8	5.3
Cc1cccc(-c2ccc([C@@H]3[C@@H](CO)N4CCCCN(S(=O)(=O)c5ccccc5F)C[C@@H]34)cc2)c1
→ -0.5	31.8	37.0	1.0
COc1ccc2c3c(n(C)c2c1)[C@H](CO)N(C(C)=O)CC31CN(S(=O)(=O)c2ccccc2)C1
→ 1.8	.	-39.7	-5.2

Remaining list, next part
Abbreviations – A = GASC1 inh; B = Tcruzi prolif; C = Pf Dd2 growth; D = C diff HTS
SMILES: CO[C@@H]1CN(C)C(=O)c2ccc(NC(=O)NC(C)C)cc2OC[C@H](C)N(Cc2cncnc2)C[C@@H]1C
  A = 0.4; B = -0.5; C = .; D = .
SMILES: CS(=O)(=O)Nc1ccc2c(c1)[C@H]1C[C@H](CC(=O)NCc3ccncc3)O[C@@H](CO)[C@H]1O2
  A = -1.1; B = 102.3*; C = 12.2; D = -1.4
SMILES: CCCC(=O)Nc1ccc2c(c1)OC[C@H](C)N(C(C)=O)C[C@H](C)[C@@H](OC)CN(C)C2=O
  A = 0.1; B = .; C = 2.1; D = 0.9
SMILES: O=C(NCC[C@@H]1CC[C@H](NC(=O)C2CCC2)[C@H](CO)O1)c1cc(Cl)cc(Cl)c1
  A = 4.7; B = .; C = 13.7; D = 1.9
SMILES: C[C@H]1CN([C@@H](C)CO)C(=O)c2cc(NS(=O)(=O)c3cn(C)cn3)ccc2O[C@@H]1CN(C)S(=O)(=O)c1ccccc1
  A = -0.2; B = -115.7; C = 2.6; D = 1.8
SMILES: O=C(C[C@H]1CC[C@H]2[C@@H](COC[C@@H](O)CN2C(=O)c2ccncc2)O1)NCc1cc(F)cc(F)c1
  A = 1.1; B = 45.7; C = 8.1; D = .
SMILES: O=C(C[C@H]1CC[C@@H](NS(=O)(=O)c2ccc(F)cc2)[C@@H](CO)O1)NC1CCCCC1
  A = 0.8; B = .; C = 15.6; D = 1.9
SMILES: Cc1ccc(S(=O)(=O)N2C[C@H](O)COC[C@H]3O[C@@H](CC(=O)NCc4ccc5c(c4)OCO5)CC[C@@H]32)cc1
  A = 1.8; B = -16.2; C = .; D = 4.7&-3.6
SMILES: COc1ccc(NC(=O)N(C)C[C@H]2Oc3c(NC(=O)C4CCCCC4)cccc3C(=O)N([C@H](C)CO)C[C@@H]2C)cc1
  A = -0.7; B = 0.4; C = -0.6; D = -2.0
SMILES: C[C@H](CO)N1C[C@H](C)[C@@H](CN(C)C(=O)Nc2cccc3ccccc23)Oc2ccc(NS(=O)(=O)c3ccc(Cl)cc3)cc2CC1=O
  A = -1.5; B = 9.3; C = -45.5; D = 0.2
SMILES: COc1ccc(S(=O)(=O)N(C)C[C@H]2Oc3c(NC(=O)CCCCCC(=O)Nc4ccccc4N)cccc3C(=O)N([C@H](C)CO)C[C@H]2C)cc1
  A = 0.4; B = .; C = -89.5*; D = -1.7
SMILES: CC(C)NC(=O)N(C)C[C@@H]1Oc2c(NC(=O)C3CCOCC3)cccc2C(=O)N([C@H](C)CO)C[C@H]1C
  A = -1.5; B = 19.7; C = 36.3; D = -4.9
SMILES: COc1ccc2c3c([nH]c2c1)[C@H](CO)NCC31CN(C(=O)Nc2c(C)noc2C)C1
  A = 0.1; B = .; C = 1.9; D = -2.9
SMILES: O=C(CC1CC1)N1[C@@H](CO)[C@@H](c2ccccc2)C12CN(Cc1ccccc1)C2
  A = -0.4; B = .; C = -22.7; D = 0.5

In the list so far, these have a Cl atom.
Abbreviations – A = GASC1 inh; B = Tcruzi prolif; C = Pf Dd2 growth; D = C diff HTS
SMILES: CN(C)CC(=O)Nc1ccc2c(c1)[C@H]1C[C@H](CC(=O)NCc3ccc(Cl)cc3)O[C@H](CO)[C@H]1O2
  A = -0.6; B = -56.9; C = -12.2; D = -0.5
SMILES: O=C(NCC[C@@H]1CC[C@H](NC(=O)C2CCC2)[C@H](CO)O1)c1cc(Cl)cc(Cl)c1
  A = 4.7; B = .; C = 13.7; D = 1.9
SMILES: C[C@H](CO)N1C[C@H](C)[C@@H](CN(C)C(=O)Nc2cccc3ccccc23)Oc2ccc(NS(=O)(=O)c3ccc(Cl)cc3)cc2CC1=O
  A = -1.5; B = 9.3; C = -45.5; D = 0.2

Screening results: PubChem BioAssay, Broad Institute
